TbPYK inhibitor: inhibitors of Trypanosoma brucei pyruvate kinase | Q57TT1 | AID 624173 | TbPYK enzyme, Kinase-Glo Plus ATP luminescence, 45 min | Potency, µM (titrated, usually from 76.8 µM), for the others: at the highest dose activity, negative = inhibition, most hits filed as inhibitors | hit rate 0.12% among 410,000; also: potency is read from the fitted curve at half-maximal effect; nearly all actives have a fitted effect of over 50% in size
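ADP (130 uM final) triggers the TbPYK reaction after compound addition; incubation is 45 min at room temperature. Kinase-Glo Plus is then added and luminescence imaged. Normalized data are fitted to concentration-effect curves.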
AMA1-RON2 inh: disrupts binding of P. falciparum AMA1 to RON2. AlphaScreen AMA1-biotinylated RON2 peptide binding. Potency, µM (doses to about 58.2 µM), for inactives: at the top dose activity change, negative = inhibition, usual class: inhibitors. hit rate 0.2% among 360,000. AID 720542;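 also: potency is read from the fitted curve at half-maximal effect; 0% = vehicle wells and -100% = peptide control; nearly all actives have a fitted effect of over 45% in size; some results filed as inactive show a strong effect at the top dose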
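AMA1 (3D7) with his tag at 25 nM final met compounds first, then biotinylated RON2 peptide at 25 nM; detection used donor plus acceptor beads, 10 µg/mL apiece, read by AlphaScreen after 30 min at room temperature.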
LmPK inhibitor: LmPK (Leishmania mexicana) enzyme inhibition; Q27686; purified LmPK, Kinase-Glo ATP luminescence, 1 h; Potency, µM (highest dose often 57.5 µM), inactives show at the highest dose activity change, negative = inhibition, actives largely listed as inhibitors; hit rate 0.37% among 290,000; also: potency is read from the fitted curve at half-maximal effect
Target sequence (Q27686 whole entry, looked up): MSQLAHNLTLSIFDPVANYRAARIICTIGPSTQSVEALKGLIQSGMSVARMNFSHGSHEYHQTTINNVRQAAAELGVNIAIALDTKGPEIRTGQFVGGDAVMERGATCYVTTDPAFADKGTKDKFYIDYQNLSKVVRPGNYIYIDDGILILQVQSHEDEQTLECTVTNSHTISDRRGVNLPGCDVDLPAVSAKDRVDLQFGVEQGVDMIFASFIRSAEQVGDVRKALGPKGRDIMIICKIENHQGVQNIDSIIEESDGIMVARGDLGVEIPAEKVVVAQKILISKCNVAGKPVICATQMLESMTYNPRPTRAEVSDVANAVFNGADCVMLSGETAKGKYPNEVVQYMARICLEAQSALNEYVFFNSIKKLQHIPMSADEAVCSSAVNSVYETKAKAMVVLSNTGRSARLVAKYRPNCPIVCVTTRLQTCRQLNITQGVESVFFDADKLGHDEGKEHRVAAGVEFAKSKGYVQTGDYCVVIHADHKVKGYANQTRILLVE
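Kinase-Glo luminescence read after 1 h RT reaction of 0.1 nM LmPK with 0.5 mM PEP and 0.1 mM ADP. Activity scaled between uninhibited and enzyme-free controls.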
Sm TGR inh: blocks Schistosoma mansoni thioredoxin glutathione reductase; Potency, µM (titrated, usually from 114 µM), without a hit: at the highest dose activity change, negative = inhibition, hits mostly inhibitors; purified TGR, DTNB reduction, TNB absorbance 405 nm; hit rate 3% among 360,000; also: potency is read from the fitted curve at half-maximal effect; nearly all actives have a fitted effect of over 60% in size
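TGR 20 nM + NADPH 100 uM (dispensed conc.), cpd preinc 15 min RT; start with NADPH (500 uM addition) then DTNB (15 mM addition). Kinetic TNB absorbance, 405 nm filter. Four-parameter Hill fit across titration.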
AmpC inh no detg: inhibitors of E. coli AmpC beta-lactamase without detergent; Potency, µM (highest dose often 57.1 µM), inactives show top-dose activity change, negative = inhibition, usual class: inhibitors; P00811; AID 485341; AmpC nitrocefin hydrolysis, absorbance 480 nm, 0.0001% Triton; hit rate 0.52% among 330,000;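 also: potency is read from the fitted curve at half-maximal effect; plate controls were no compound for no effect and no enzyme for full effect; nearly all actives have a fitted effect of over 20% in size; some results filed as inactive show a strong effect at the top dose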
Target sequence (P00811 whole entry, looked up): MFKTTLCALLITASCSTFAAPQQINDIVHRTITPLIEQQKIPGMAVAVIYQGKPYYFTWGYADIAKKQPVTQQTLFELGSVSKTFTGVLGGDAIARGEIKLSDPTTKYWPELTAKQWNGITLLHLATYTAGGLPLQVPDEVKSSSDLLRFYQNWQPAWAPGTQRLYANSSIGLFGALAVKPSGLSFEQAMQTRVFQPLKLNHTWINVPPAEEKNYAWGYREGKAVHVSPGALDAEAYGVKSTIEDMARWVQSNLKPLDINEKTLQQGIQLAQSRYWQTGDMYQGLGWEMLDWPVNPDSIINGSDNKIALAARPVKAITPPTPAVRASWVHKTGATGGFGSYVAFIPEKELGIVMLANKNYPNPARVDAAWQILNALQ
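20 mM phosphate pH 7.0 + 0.01% (detergent screen) or 0.0001% Triton X-100; 5.3 nM AmpC reagent; cpd preinc 15 min RT; nitrocefin (800 uM stock) to start; A480 q20 s × 4 min; Activity was normalised to no-enzyme and no-compound control wells.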
HCMV inh: inhibitors of human cytomegalovirus; HFF cells, HCMV-luciferase reporter, 72 h; stronger effect = lower value; activity change, negative = inhibition, % at 57.5 µM; hit rate 4.5% among 410,000; AID 1259415; in the data active = activity change below about -60%; inconclusive = no clear call, values can overlap the other calls; inactive = above about -39%
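Cell-based, HFFs, 1000 cells/well, 16 h 37C; cpds in DMSO + HCMV-luc, MOI 1 PFU/cell; 72 h 37C; OneGlo luminescence after 5 min RT; norm. to buffer vs Salinomycin 10uM.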
AmpC detergent: blocks E. coli AmpC beta-lactamase in detergent assay | P00811 | AmpC hydrolysis of nitrocefin, absorbance 480 nm, 0.01% Triton | Potency, µM (highest dose often 114 µM), for the others: top-dose activity change, negative = inhibition, actives largely listed as inhibitors | hit rate 0.041% among 370,000 | AID 485294;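 also: potency is read from the fitted curve at half-maximal effect; 0% = no-compound wells and -100% = no-enzyme wells; nearly all actives have a fitted effect of over 25% in size; some results filed as inactive show a strong effect at the top dose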
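20 mM phosphate pH 7.0 + 0.01% (detergent screen) or 0.0001% Triton X-100; 5.3 nM AmpC reagent; cpd preinc 15 min RT; nitrocefin (800 uM stock) to start; A480 q20 s × 4 min; Activity was normalised to no-enzyme and no-compound control wells.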
* marks the source's active call; other numbers are inactive results; ? = inconclusive; nt = not tested or not shown; & = joins results of further samples; ! = not confirmed by another sample; [ ] = dose if it differs, or a comment. Unless noted, calls follow the shape of the dose curve; as a rule, active = well fitted curve in the direction sought with a large enough effect; inconclusive = small, poorly fitted or top-dose-only effect, or another doubt; inactive = no such curve, though single readings can be large; an effect the other way counts as inactive or inconclusive. Unless noted, % is scaled to controls: 0 for no effect and ±100 for the full control effect.

SMILES	TbPYK inhibitor	AMA1-RON2 inh	LmPK inhibitor	Sm TGR inh	AmpC inh no detg	HCMV inh	AmpC detergent
CCC(=O)N1CCn2c1nc1ccccc12	-6.3%	0.8%	-6.9%	0.6%	-4.5%	36.2	-12.4%
CC1(Cc2ccc(F)c(Cl)c2)C(=O)Nc2c(Cl)cccc21 (centres undefined)	3.3%	-2.0%	nt	nt	nt	-12.5	nt
CCN1CCN(CC(O)COc2cccc(OC)c2)CC1 (centres undefined)	1.7%	7.7%	-5.8%	7.5%	-13.6%	41.6	?
Cc1noc(C)c1COc1ccccc1C(=O)NC1CCC(C)CC1 (centres undefined)	3.6%	13.4%	-2.8%	6.7%	53.6%	3.8	11.1%
O=C(Nc1cccc(Cl)c1)N1C[C@H]2C[C@@H](C1)c1cccc(=O)n1C2	1.9%	-1.6%	-11.2%	2.7%	-4.1%	25.6	-5.4%
CC1(C)C(c2cccs2)=[N+]([O-])C2(CCCCC2=O)N1O (centres undefined)	-2.3%	-4.5%	1.2%	-8.5%	15.0%	-12.1	2.0%
CCOc1ccc(S(=O)(=O)Nc2ccc(O)c(Sc3ncn[nH]3)c2)cc1	3.6%	64.2%[activator]	9.3%	-21.3%	-35.5%	-29.2	?
CCCCc1ccc(NC(=O)C(C)CC)cc1 (centres undefined)	0.9%	-2.5%	?	1.6%	-4.0%	29.7	-2.3%
CN(CC(=O)N1CCCCCC1)S(=O)(=O)c1ccc(Br)cc1	-2.1%	-1.0%	-0.3%	5.4%	-1.1%	-20.0	7.1%
O=C(CCNS(=O)(=O)c1ccccc1)N1CCCC1	-0.4%	7.2%	1.0%	13.1%	-8.9%	20.4	2.7%
CC1(C)CC(=O)C(=Cc2cn(CCC#N)nc2-c2ccc(F)cc2)C(=O)C1	?	10.9%	-1.4%	-1.0%	-5.8%	-3.6	-1.1%
CCCCOc1ccc(C(=O)N2CCC(C)CC2)cc1	4.6%	1.5%	-1.5%	0.7%	20.1%	-27.6	-1.7%
O=C(Nc1ccc(Cl)cc1C(=O)c1ccccc1)c1ccccc1Br	2.1%	nt	nt	19.6%	nt	-29.1	17.4%
O=C(NC(=S)Nc1ccccc1N1CCOCC1)c1cccs1	-5.5%	-3.6%	-1.4%	-22.3%	-19.8%	-71.9*	-5.0%
O=C1c2ccccc2C(=O)N1OS(=O)(=O)c1ccc(F)cc1	-28.1%	-8.3%	?	0.708µM*	-29.0%	-7.2	44.7µM*
Cc1nc(-c2ccc(F)cc2)sc1CCNC(=O)c1cccs1	1.8%	nt	nt	-10.5%	nt	12.8	?
CCOC(=O)C(CC)/C(C)=N\NC(=O)CCC(=O)Nc1ccc(Cl)cc1Cl (centres undefined)	-7.9%	22.4%	-2.9%	4.2%	-16.4%	?	-1.2%
CCCCC(NC(=O)Cc1c(C)c2cc3c(C)c(C)oc3c(C)c2oc1=O)C(=O)O (centres undefined)	0.3%	4.2%	2.9%	1.7%	-1.9%	13.2	-2.5%
CCCc1cc(C(=O)OC)c(NC(=O)CCC(=O)O)s1	1.4%	0.0%	3.1%	nt	-25.9%	-12.9	5.7%
COc1ccc(N(CC(=O)Nc2ccc(F)cc2F)S(=O)(=O)c2c(C)nn(C)c2C)cc1	0.0%	8.0%	5.7%	-18.2%	103.5%[activator]	-24.3	2.5%
O=C(NNC(=O)c1ccccc1Cl)c1ccncc1	1.3%	-5.3%	-2.3%	0.6%	-14.2%	22.6	-16.1%
Cc1ccc(C)c(S(=O)(=O)ON2C(=O)c3ccccc3C2=O)c1	?	32.0%[activator]	?	0.891µM*	-13.0%	-38.2	50.1µM*
CC(=O)c1nnn(-c2ccc([N+](=O)[O-])cc2C)c1C	-1.2%	-13.7%	4.6%	-11.5%	-11.5%	10.8	-0.6%
CC1=CC(C)C2COC(c3ccc[n+](C)c3)C1C2C (centres undefined)	8.3%	0.0%	-4.0%	-27.4%	-4.3%	?	-9.9%
Cc1nc2ccc(NC(=O)Cc3cccs3)cc2s1	-4.7%	0.0%	-2.6%	0.0%	-8.4%	63.9	-12.2%

Some of the entries so far, as a markdown table.
| structure | TbPYK inhibitor | AMA1-RON2 inh | LmPK inhibitor | Sm TGR inh | AmpC inh no detg | HCMV inh | AmpC detergent |
| --- | --- | --- | --- | --- | --- | --- | --- |
| Cc1nc(-c2ccc(F)cc2)sc1CCNC(=O)c1cccs1 | 1.8% | nt | nt | -10.5% | nt | 12.8 | ? |
| CCOC(=O)C(CC)/C(C)=N\NC(=O)CCC(=O)Nc1ccc(Cl)cc1Cl (centres undefined) | -7.9% | 22.4% | -2.9% | 4.2% | -16.4% | ? | -1.2% |
| CCCCC(NC(=O)Cc1c(C)c2cc3c(C)c(C)oc3c(C)c2oc1=O)C(=O)O (centres undefined) | 0.3% | 4.2% | 2.9% | 1.7% | -1.9% | 13.2 | -2.5% |
| CCCc1cc(C(=O)OC)c(NC(=O)CCC(=O)O)s1 | 1.4% | 0.0% | 3.1% | nt | -25.9% | -12.9 | 5.7% |
| COc1ccc(N(CC(=O)Nc2ccc(F)cc2F)S(=O)(=O)c2c(C)nn(C)c2C)cc1 | 0.0% | 8.0% | 5.7% | -18.2% | 103.5%[activator] | -24.3 | 2.5% |
| O=C(NNC(=O)c1ccccc1Cl)c1ccncc1 | 1.3% | -5.3% | -2.3% | 0.6% | -14.2% | 22.6 | -16.1% |
| Cc1ccc(C)c(S(=O)(=O)ON2C(=O)c3ccccc3C2=O)c1 | ? | 32.0%[activator] | ? | 0.891µM* | -13.0% | -38.2 | 50.1µM* |
| CC(=O)c1nnn(-c2ccc([N+](=O)[O-])cc2C)c1C | -1.2% | -13.7% | 4.6% | -11.5% | -11.5% | 10.8 | -0.6% |
| CC1=CC(C)C2COC(c3ccc[n+](C)c3)C1C2C (centres undefined) | 8.3% | 0.0% | -4.0% | -27.4% | -4.3% | ? | -9.9% |
| Cc1nc2ccc(NC(=O)Cc3cccs3)cc2s1 | -4.7% | 0.0% | -2.6% | 0.0% | -8.4% | 63.9 | -12.2% |

(more compounds)
SMILES	TbPYK inhibitor	AMA1-RON2 inh	LmPK inhibitor	Sm TGR inh	AmpC inh no detg	HCMV inh	AmpC detergent
CNC(=O)COc1ccc(S(=O)(=O)Nc2ccccc2)cc1	-15.3%	8.6%	8.4%	10.5%	-23.6%	35.0	1.5%
COc1cc(OC)c(N(C)C(=O)c2cc3c(s2)-c2ccccc2S(=O)(=O)C3)cc1Cl	0.6%	-2.3%	nt	nt	nt	-31.9	nt
CCCn1c(SCC(=O)NC23CC4CC(CC(C4)C2)C3)n[nH]c1=O	0.6%	2.6%	6.1%	1.6%	-1.3%	14.4	9.7%
COc1ccc(-n2c(Cc3cccn3C)nnc2SCC(=O)N2CCCC2)cc1	-7.6%	6.0%	-3.2%	-30.8%	127.5%[activator]	-21.3	?
Cc1ccc2c(c1)nc(NCCCO)n2C	-5.1%	4.0%	2.7%	8.5%	-14.8%	42.2	2.7%
O=C(NCC1CCCO1)c1ccc2c(c1)N(Cc1ccc(Cl)cc1)CCS2 (centres undefined)	-14.5%	-27.4%	nt	nt	nt	0.0	nt
S=C(NCCc1ccccc1)NCCN1CCOCC1	-5.3%	20.2%	-1.8%	7.0%	-8.2%	39.3	?
CCOC(=O)C1=C(C(F)(F)F)Nc2ncnn2C1c1cc(OC)c(OC)cc1OC (centres undefined)	-2.8%	6.1%	-0.8%	10.1%	0.9%	-21.0	-11.0%
O=C(Cc1ccccc1[N+](=O)[O-])NCCC1=CCCCC1	7.0%	-3.2%	-1.8%	nt	-10.5%	49.8	1.0%
COc1ccc(C(=O)OCC(=O)NCC2CCCCC2)cc1S(=O)(=O)N1CCCc2ccccc21	-0.9%	-13.4%	4.2%	0.0%	-6.0%	1.9	-13.5%
CCN1CCN(C(=O)N(CC(=O)Nc2ccc(C(N)=O)cc2)S(=O)(=O)c2ccc(C)cc2)CC1	3.7%	2.2%	nt	0.6%	-19.4%	-6.1	?
CN1C(=O)N(c2nnc(C(C)(C)C)s2)C(=O)C1c1ccccc1 (centres undefined)	-1.7%	9.7%	3.1%	13.1%	3.8%	33.4	0.1%
CSc1nsc(SCC(=O)N2CCCCC2)n1	-9.8%	3.1%	-6.5%	2.9%	-18.4%	26.3	0.5%
O=C(CSc1ccccc1)NCc1ccco1	4.1%	-3.1%	-1.7%	-22.3%	-18.8%	22.5	1.3%
O=C(N/N=C/c1ccc[nH]1)c1sc2ccccc2c1Cl	10.2%	4.6%	6.0%	4.9%	-27.8%	45.4	6.2%
Cc1cccc(N2CCN(C(=O)c3noc4c3COc3ccc(C)cc3-4)CC2C)c1 (centres undefined)	1.8%&-4.1%	-16.6%	0.0%	5.62µM*!	-17.3%	8.4&-4.3	-11.8%&11.8%
COc1ccc(OC)c(NC(=O)Cc2cccs2)c1	0.9%	-0.6%	-3.4%	14.7%	-20.5%	50.7	2.2%
N#Cc1c(-n2cccc2)cccc1-n1cccc1	-16.0%	-20.1%	5.6%	1.5%	-43.7%	-25.4	-1.7%
CC(C)(C)C(=O)NC1CC2CCCC(C1)N2C(=O)Nc1ccccc1 (centres undefined)	3.6%	-13.9%	-0.4%	-7.1%	-1.4%	?	4.5%
Cc1sc2nc(CN3CCOCC3)nc(NCCc3ccccc3)c2c1C	3.5%	-3.4%	-3.7%	-1.9%	116.8%[activator]	-25.1	-7.9%
Oc1c(C(c2ccccc2)N2CCCC2)sc2nc(-c3ccco3)nn12 (centres undefined)	1.3%	nt	nt	1.2%	nt	-17.2	4.9%
O=C(Nc1ccc(OC(F)(F)F)cc1)c1noc2c1CCCC2	-5.7%	nt	nt	-4.8%	nt	56.4	21.1%
Cc1nc(SCC(=O)NCC2CCCO2)nc(C)c1C (centres undefined)	-28.2%	5.6%	nt	nt	-9.6%	?	nt
Cc1ccc(CN2CCN(CCCn3cccn3)CC2CCO)cc1 (centres undefined)	-3.7%	0.9%	9.1%	1.0%	-6.8%	?	-5.6%
COc1ccc(Cl)cc1CC1(C)C(=O)Nc2c(Cl)cccc21 (centres undefined)	-9.5%	-1.2%	nt	nt	nt	13.6	nt
COc1ccc(C(=O)NC(Cn2ccnc2)C(C)(C)C)cc1OC1CCN(C(C)C)CC1 (centres undefined)	-14.2%	-6.5%	0.5%	6.0%	27.0%	-26.4	2.4%
Cc1nn(-c2ccc(C(=O)Nc3nnc(C4CC4)s3)cc2)c(C)c1Cl	-1.9%	12.4%	0.5%	9.6%[11.4 µM]	-9.6%	-12.5	-17.0%
